Screening data (PubChem)
XiGFP reactiv = activators of X-chromosome reactivation in mouse fibroblasts; XiGFP mouse fibroblasts, % GFP-positive cells imaging, 3 d; cells co-treated with 5-aza-dC sensitizer; scaled so ellipticine positive control = 100%; activation, % at 7.58 µM; 360,000 compounds, 0.055% hits; AID 743238;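 active = mean normalized replicate activation at least 10% and every replicate at or above 10%; inconclusive = only one of the two criteria met; inactive = mean below 10% and not all replicates reach 10%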;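 also: 0% = median of on-plate neutral control wells and 100% = ellipticine 6 µM median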
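Assay system: SV40-immortalized XiGFP fibroblast cells, line 68-5-11; buffer or medium: DMEM plus 5-aza-dC sensitizer; compound: one concentration, pinned; timing: compounds 3 days, fix/stain 15 min at room temperature; benchmarks: positive control ellipticine, 6 µM final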
INS-1E GSIS act = GLuc luminescence reporter in INS-1E cells, primary screen for activators of glucose-dependent secretion of insulin; activation, % at 16.6 µM; 370,000 compounds, 0.61% hits; INS-1E GLuc reporter insulin secretion, 2-3 h;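 active = lowest replicate activation of at least 40%, so every replicate reaches that level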;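 also: 0% = median of neutral control wells and 100% = median of IBMX positive control wells; some compounds called inactive have numbers as strong as hits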
DENV2 CPE = protects cells from dengue virus 2 cytopathic effect | DENV2-infected cells, cytopathic effect rescue, plate reader | CPE inhibition, % at 9.99 µM | 350,000 compounds, 1.7% hits | AID 651640; in the data active = CPE inhibition above about 20%, passing the limit was not always enough; inconclusive = no clear call, values can overlap the other calls; tested in BHK-21 cells;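 also: 0% = median of neutral control wells and 100% = median of positive control wells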
RAD54 inh = inhibitors of human RAD54 branch migration. Q92698. RAD54 Holliday junction branch migration, FAM/BHQ fluorescence. inhibition, % at 10.4 µM. 360,000 compounds, 0.14% hits;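 active = mean normalized replicate activity at least 40 and at least half of replicates scoring 40 or more; inconclusive = only one of the two criteria met; inactive = mean below 40 and under half of replicates reaching 40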;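 also: 0% = median of neutral control wells and 100% = median of positive control wells; inhibitors cause a drop in the FAM fluorescence signal; in these data hits start at about 50%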
CASP6 VEID inh = inhibitors of human caspase-6 | P55212 | purified caspase-6, Z-VEID-R110 cleavage fluorescence | inhibition, % at 12.5 µM | 350,000 compounds, 0.53% hits;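 active = mean inhibition across replicates at least about 35%, with every replicate also reaching that limit, limit read from the data; inconclusive = only one of the two criteria met; inactive = neither criterion met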;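 also: 0% = median of neutral control wells and 100% = no fluorescence left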
Target sequence (P55212 24-179 limits assumed): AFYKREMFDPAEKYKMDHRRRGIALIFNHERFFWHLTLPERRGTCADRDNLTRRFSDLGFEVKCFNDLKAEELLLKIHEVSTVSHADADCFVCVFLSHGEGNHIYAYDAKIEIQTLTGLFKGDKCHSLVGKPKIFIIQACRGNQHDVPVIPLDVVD
Target sequence (P55212 194-293 limits assumed): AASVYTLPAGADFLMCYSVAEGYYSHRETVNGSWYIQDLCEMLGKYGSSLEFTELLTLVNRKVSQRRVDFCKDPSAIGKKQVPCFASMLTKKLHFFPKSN
E-sel inducer = induces E-selectin expression in human endothelial cells; P16581; HUVEC E-selectin immunofluorescence imaging; normalized: neutral wells 0, TNF-alpha wells 100; activation, % at 7.58 µM; 260,000 compounds, 0.37% hits;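 active = mean E-selectin-positive cell signal at least 10% of the positive control, reached in at least 60% of replicates, without over 20% cell loss; inconclusive = no rule given, readout overlaps actives, possibly toxicity-flagged; inactive = the rest, including those meeting only one limit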;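 also: in these data hits start at about 27%; measured in HUVEC primary endothelial cells; signal is the percent of cells scored E-selectin positive by PE staining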
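Test system: HUVEC | Signal: Immunofluorescence imaging | Read-out: Percent E-selectin-positive cells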
RAD52 anneal inh = RAD52 (human) annealing inhibition. P43351. recombinant RAD52 DNA annealing, FRET fluorescence. inhibition, % at 18.7 µM. 360,000 compounds, 0.46% hits. AID 651710;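 active = every replicate showing at least 50% inhibition; inconclusive = mean inhibition at least 50% but not in every replicate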
Target sequence (P43351 whole entry, looked up): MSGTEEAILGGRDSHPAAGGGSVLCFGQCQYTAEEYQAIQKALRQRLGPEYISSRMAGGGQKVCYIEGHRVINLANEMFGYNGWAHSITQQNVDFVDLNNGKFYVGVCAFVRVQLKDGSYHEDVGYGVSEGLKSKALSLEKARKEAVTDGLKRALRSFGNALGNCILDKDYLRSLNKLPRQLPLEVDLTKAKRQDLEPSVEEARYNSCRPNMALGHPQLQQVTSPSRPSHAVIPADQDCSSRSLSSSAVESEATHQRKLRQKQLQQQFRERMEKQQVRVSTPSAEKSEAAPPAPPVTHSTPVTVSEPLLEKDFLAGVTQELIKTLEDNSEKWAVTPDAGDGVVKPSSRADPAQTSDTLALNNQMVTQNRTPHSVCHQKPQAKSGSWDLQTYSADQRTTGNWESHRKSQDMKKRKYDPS
CFTR F508del cor = correctors of CFTR F508del function in bronchial epithelial cells; activity (quench increase), % at 7.58 µM; AID 720511; 350,000 compounds, 0.36% hits; CFBE cells, YFP halide quenching; stimulated with forskolin plus potentiator P3; % fluorescence drop versus neutral controls;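 active = mean added fluorescence quench of at least 8% versus neutral control, with both replicates also reaching 8%; inconclusive = only one of the mean or replicate conditions met; inactive = mean below 8% and not both replicates reaching 8%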;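 also: cells transiently co-express mutant CFTR-F508del with the halide-sensitive YFP; corrector assay measuring rescue of mutant channel to the surface after 24 h compound exposure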
Starred values were filed as active, the others as inactive; i = inactive; ? = inconclusive; / = no result given.

cpd | Compound | XiGFP reactiv | INS-1E GSIS act | DENV2 CPE | RAD54 inh | CASP6 VEID inh | E-sel inducer | RAD52 anneal inh | CFTR F508del cor
1 | O=C(CSc1nnnn1-c1ccccc1)CSc1nnnn1-c1ccccc1 | / | -1 | -5 | -4 | 8 | / | -52 | -0.4
2 | Cc1ccc(OCCC(=O)N(CC(=O)Nc2ccccc2C(F)(F)F)Cc2ccco2)cc1 | -0.1 | -45 | ? | 2 | 6 | -0.1 | -6 | -4.6
3 | Cc1ccc(CNC(=O)C2CCC(=O)N(CCc3ccccn3)C2)s1 (centres undefined) | 0.0 | 15 | 33* | 8 | -3 | 3.1 | 2 | -2.9
4 | COC(=O)c1ccccc1S(=O)(=O)NNC(=O)c1ccccc1-n1cccc1 | 0.0 | -7 | 5 | -3 | -2 | / | -15 | 2.2
5 | CC(=O)NCCNc1nc2cc(-c3ccc(C)cc3)sc2c(=O)n1C | -0.1 | 34 | -7 | -1 | 2 | -0.3 | 4 | 2.5
6 | Cc1noc(C)c1NC(=O)Nc1ccc2c(c1)C(=O)N([C@@H](C)CO)C[C@H](C)[C@@H](CN(C)C(=O)Nc1ccc(C(F)(F)F)cc1)OCCCC[C@H](C)O2 | 0.2 | -6 | -8 | -20 | -2 | 0.0 | 7 | 1.0
7 | CCOc1ccc(/C(O)=C2/C(=O)C(=O)N(CCN(CC)CC)C2c2ccco2)cc1 (centres undefined) | 0.1 | -1 | / | -9 | / | 1.3 | / | /
8 | COCC(=O)N1[C@@H](C#N)[C@@H](c2ccc(-c3cccc(F)c3)cc2)[C@@H]1CO | 1.1 | -4 | -17 | 0 | 0 | 2.9 | -22 | -0.4
9 | CCCC#Cc1ccc([C@H]2[C@H]3CN(Cc4cncnc4)CCCCN3[C@H]2CO)cc1 | 0.5 | 11 | -11 | 8 | 6 | 0.8 | -41 | -1.8
10 | CCN(CC)CCC(=O)N1c2ccccc2CCc2ccc(NC(=O)OC(C)C)cc21 | 0.0 | -10 | 1 | -1 | 1 | 0.0 | -2 | 0.3
11 | CC(=O)N(C)C[C@H]1Oc2ncc(C#Cc3cccc(F)c3)cc2C(=O)N([C@@H](C)CO)C[C@H]1C | -1.1 | 7 | 14 | -3 | -4 | -0.4 | -2 | 2.8
12 | COC(=O)c1cc(S(=O)(=O)N(Cc2ccccc2)C(C)(C)C)c[nH]1 | 0.1 | -21 | 1 | / | 5 | 0.5 | -8 | -0.2
13 | CC(=O)c1ccc(NC(=O)c2ccc(CNc3c(N4CCOCC4)c(=O)c3=O)cc2)cc1 | -0.1 | 2 | -9 | -18 | 2 | / | -9 | 4.1
14 | CS(=O)(=O)Cc1nc2ccccc2n1CC(=O)Nc1cccc(S(=O)(=O)N2CCCC2)c1 | 0.0 | -3 | -8 | 4 | -3 | / | -13 | 2.2
15 | Cc1csc(NC(=O)C2CC(=O)N(c3ccc(C)c(C)c3)C2)n1 (centres undefined) | 0.0 | -11 | -9 | 7 | 3 | 0.8 | -5 | -2.1
16 | C=CCn1c(SCC(=O)Nc2ccc(OC)cc2)nnc1-c1cnccn1 | 0.0 | 2 | 1 | -2 | -2 | / | 0 | -2.0
17 | CCC(=O)Nc1cc(OC)cc(OC)c1 | -0.1 | 4 | 5 | 2 | 0 | 1.6 | -8 | 4.8
18 | CO[C@@H]1CN(C)C(=O)c2cc(NS(=O)(=O)c3cccc(Cl)c3)ccc2OC[C@H](C)NC[C@@H]1C | 0.4 | 22 | -3 | -2 | 5 | -0.5 | -19 | 0.1
19 | CO[C@@H]1CN(C)C(=O)c2cc(NC(=O)Nc3c(C)noc3C)ccc2OC[C@H](C)N(CCC(F)(F)F)C[C@H]1C | 0.4 | -17 | 6 | 5 | 1 | 0.0 | -7 | -2.6
20 | COc1ccc(Cl)cc1C(=O)NNC(=O)c1csc(N2CCOCC2)n1 | 0.3 | -1 | 2 | / | 0 | 0.7 | -2 | -3.0
21 | CN1CCN(CC(O)(c2ccc(Cl)cc2)c2ccc(Cl)cc2)CC1 | 0.0 | -11 | / | 15 | -7 | / | 12 | 1.4
22 | O=C(NCCc1ccccc1)/C(=C\c1ccc([N+](=O)[O-])cc1)NC(=O)c1ccc(Br)cc1 | 0.0 | -9 | ? | 6 | -2 | / | -29 | 1.2
23 | CCOc1ccc(NC(=O)CN(C)C(=O)c2ccccc2OCCOc2ccccc2)cc1OCC | 0.2 | -12 | -5 | 7 | 3 | / | -5 | -3.2
24 | O=C(N/N=C\c1ccccn1)c1cccc(C(=O)N/N=C\c2ccccn2)n1 | 0.2 | 5 | -4 | / | -7 | / | -14 | 1.0

Results in CASP6 VEID inh, for 5 of the compounds above:
item | SMILES | CASP6 VEID inh
20 | COc1ccc(Cl)cc1C(=O)NNC(=O)c1csc(N2CCOCC2)n1 | 0
21 | CN1CCN(CC(O)(c2ccc(Cl)cc2)c2ccc(Cl)cc2)CC1 | -7
22 | O=C(NCCc1ccccc1)/C(=C\c1ccc([N+](=O)[O-])cc1)NC(=O)c1ccc(Br)cc1 | -2
23 | CCOc1ccc(NC(=O)CN(C)C(=O)c2ccccc2OCCOc2ccccc2)cc1OCC | 3
24 | O=C(N/N=C\c1ccccn1)c1cccc(C(=O)N/N=C\c2ccccn2)n1 | -7

(more compounds)
cpd | Compound | XiGFP reactiv | INS-1E GSIS act | DENV2 CPE | RAD54 inh | CASP6 VEID inh | E-sel inducer | RAD52 anneal inh | CFTR F508del cor
25 | CC(=O)Nc1ncc(Cc2cc(Cl)ccc2Cl)s1 | 0.0 | 5 | 3 | / | -1 | 0.1 | -13 | 0.7
26 | NCCCn1c(C(=O)c2ccc(Cl)cc2)c2ccc(C(F)(F)F)cc2[n+]1[O-] | 0.0 | -13 | 16 | 13 | / | 0.4 | 39 | -3.9
27 | CCC(C)c1ccc(NC(=S)NC2CCN(Cc3ccccc3)CC2)cc1 (centres undefined) | 0.0 | -18 | 11 | / | -2 | / | -41 | /
28 | CO[C@H]1CN(C)C(=O)c2cc(NC(=O)Nc3ccccc3Cl)ccc2OC[C@@H](C)NC[C@H]1C | 0.3 | -14 | 20* | 7 | -1 | -0.1 | 3 | 0.8
29 | CCCc1cn(CC[C@@H]2CC[C@@H](NS(=O)(=O)c3ccc(-c4ccccc4)cc3)[C@H](CO)O2)nn1 | 2.6 | -29 | 5 | -11 | -1 | 1.0 | 4 | 0.8
30 | COC(=O)c1ccc(C(=O)N2CCCC(Nc3ccc(F)c(F)c3)C2)cc1 (centres undefined) | 0.0 | 3 | 1 | -2 | 0 | -0.1 | -14 | 1.2
31 | COc1ccc(OCCCNCCc2ccccc2)cc1 | 0.2 | -3 | 0 | / | -3 | / | -18 | 1.4
32 | Cc1noc(C)c1NC(=O)Nc1ccc2c(c1)CC(=O)N([C@@H](C)CO)C[C@@H](C)[C@H](CN(C)S(=O)(=O)c1ccc(F)cc1)O2 | 0.2 | 16 | -1 | 11 | 1 | 0.0 | -6 | -2.2
33 | COc1cccc(-c2cc(NC=O)c3ncc(-c4ccc(F)c(Cl)c4)n3c2)c1 | 0.1 | 23 | 7 | -3 | -2 | -0.1 | -20 | 0.1
34 | Cc1ccccc1NC(=O)CN1C(=O)COc2ccc(Cl)cc21 | 0.1 | 4 | -6 | -8 | -3 | 0.7 | 5 | -0.3
35 | Cc1ccc(-c2csc(NC(=O)/C=C/c3ccco3)c2C(=O)O)cc1 | 0.1 | -6 | -1 | -8 | 75* | / | -21 | /
36 | CC1CCC(CN2C(Nc3ccccc3)=NC[C@@H]2C)CC1 (some centres undefined) | 0.1 | 6 | 40* | 1 | 0 | 0.0 | -5 | -0.7
37 | O=C(CCc1nc2ccccc2c(=O)[nH]1)NNC(=O)c1ccccc1Cl | -0.1 | 6 | -2 | / | 0 | / | -29 | -8.7
38 | CN1CCCCN2[C@H](CO)[C@H](c3ccc(-c4cccnc4)cc3)[C@H]2C1 | 0.2 | 7 | ? | 6 | 3 | -0.2 | 18 | 5.0
39 | O=C(CCNC(=O)N1CCn2c1nc1ccccc12)NCc1ccccc1 | 0.0 | 2 | 0 | -1 | 0 | / | -17 | -1.7
40 | CC(C)(C)C(=O)N1CCN(c2nc3ccc(Cl)cc3s2)CC1 | 0.2 | -8 | 1 | 8 | -2 | -0.4 | -6 | -0.4
41 | C[C@@H]1CN([C@H](C)CO)C(=O)c2cc(NC(=O)Nc3ccc4c(c3)OCO4)ccc2O[C@H]1CN(C)Cc1ccc(Oc2ccccc2)cc1 | 2.0 | -7 | 1 | 4 | -4 | -34 | -3 | -2.4
42 | O=C1C(N2CCOCC2)=Cc2cccc3cccc1c23 | 0.7 | -16 | 6 | -7 | -4 | -0.2 | i | -1.9
43 | Cc1ccc(CNc2ccc([N+](=O)[O-])cc2C(N)=O)cc1 | 0.0 | 5 | 1 | 12 | 1 | -0.1 | -7 | -2.9
44 | COc1ccc(C(=O)COC(=O)c2sccc2C)cc1OC | -1.1 | / | 0 | -9 | 1 | 0.0 | -4 | -0.8
45 | COc1ccc(C(C)C)cc1S(=O)(=O)Nc1ncn[nH]1 | 0.0 | 16 | -2 | -15 | -2 | 0.0 | 0 | 0.3
46 | CCOc1ccc(OCc2ccc(C(=O)N3CCCCC3)o2)cc1 | 0.0 | -8 | -2 | -1 | 1 | -0.1 | -12 | -2.7
47 | COc1ccccc1CN1CC(C(=O)N(C)CCc2nc3ccc(F)cc3[nH]2)CCC1=O (centres undefined) | 0.1 | 6 | -2 | 4 | 1 | 0.0 | -7 | -3.5
48 | O=C(O)CC1(CC(=O)Nc2ccc(Br)cc2)CCCCC1 | 0.0 | 2 | -2 | / | 6 | 2.1 | -10 | -2.3
49 | Cc1noc(C)c1NC(=O)N(C)C[C@@H]1Oc2ncc(C#Cc3ccccc3)cc2C(=O)N([C@H](C)CO)C[C@@H]1C | -1.3 | -10 | 17 | -3 | -4 | 0.0 | -4 | 1.0
50 | OC(CON=C1c2ccccc2-c2ccccc21)CN1CCNCC1 (centres undefined) | 0.3 | 5 | -2 | 72* | 1 | 9.2 | 70* | -7.0
51 | CCN(CC)C(=O)c1sc2nc(-c3cccs3)cc(-c3cccs3)c2c1N | 0.0 | 3 | 2 | / | 2 | 1.4 | -78 | -2.9
52 | COc1ccccc1CCC(=O)N1CCN(C(=O)c2ccccc2)CC1 | 0.0 | 11 | -3 | 6 | -2 | -0.1 | -1 | -2.2
53 | Cc1c(NC(=O)CN2C(=O)c3ccc([N+](=O)[O-])cc3C2=O)c(=O)n(-c2ccccc2)n1C | 0.1 | 5 | 0 | / | 4 | / | -20 | 0.8
54 | CCCOc1ccc(Cc2c(Cl)nc(SC)nc2N(C)C)cc1 | 0.0 | -3 | / | / | -5 | / | -12 | 2.3
55 | Cc1ccc(C(=O)NCCN2CCOCC2)cc1S(=O)(=O)N1CCCCC1 | -0.1 | -7 | 3 | 6 | 0 | -0.1 | -5 | -2.5

Record cards, as listed above. Values in the order: XiGFP reactiv, INS-1E GSIS act, DENV2 CPE, RAD54 inh, CASP6 VEID inh, E-sel inducer, RAD52 anneal inh, CFTR F508del cor
COc1ccccc1CCC(=O)N1CCN(C(=O)c2ccccc2)CC1 in the list: 0.0, 11, -3, 6, -2, -0.1, -1, -2.2
Cc1c(NC(=O)CN2C(=O)c3ccc([N+](=O)[O-])cc3C2=O)c(=O)n(-c2ccccc2)n1C in the list: 0.1, 5, 0, /, 4, /, -20, 0.8
